L3MBTL1 block: blocks human L3MBTL1. Q9Y468. AlphaScreen L3MBTL1–H3K9me1 peptide binding. Potency, µM (series often up to 57.1 µM), inactives show at the highest dose activity, negative = inhibition, actives largely listed as inhibitors. 0.66% of 230,000 active. AID 485360; further: nearly all actives have a fitted effect of over 60% in size
Target sequence (Q9Y468 whole entry, looked up): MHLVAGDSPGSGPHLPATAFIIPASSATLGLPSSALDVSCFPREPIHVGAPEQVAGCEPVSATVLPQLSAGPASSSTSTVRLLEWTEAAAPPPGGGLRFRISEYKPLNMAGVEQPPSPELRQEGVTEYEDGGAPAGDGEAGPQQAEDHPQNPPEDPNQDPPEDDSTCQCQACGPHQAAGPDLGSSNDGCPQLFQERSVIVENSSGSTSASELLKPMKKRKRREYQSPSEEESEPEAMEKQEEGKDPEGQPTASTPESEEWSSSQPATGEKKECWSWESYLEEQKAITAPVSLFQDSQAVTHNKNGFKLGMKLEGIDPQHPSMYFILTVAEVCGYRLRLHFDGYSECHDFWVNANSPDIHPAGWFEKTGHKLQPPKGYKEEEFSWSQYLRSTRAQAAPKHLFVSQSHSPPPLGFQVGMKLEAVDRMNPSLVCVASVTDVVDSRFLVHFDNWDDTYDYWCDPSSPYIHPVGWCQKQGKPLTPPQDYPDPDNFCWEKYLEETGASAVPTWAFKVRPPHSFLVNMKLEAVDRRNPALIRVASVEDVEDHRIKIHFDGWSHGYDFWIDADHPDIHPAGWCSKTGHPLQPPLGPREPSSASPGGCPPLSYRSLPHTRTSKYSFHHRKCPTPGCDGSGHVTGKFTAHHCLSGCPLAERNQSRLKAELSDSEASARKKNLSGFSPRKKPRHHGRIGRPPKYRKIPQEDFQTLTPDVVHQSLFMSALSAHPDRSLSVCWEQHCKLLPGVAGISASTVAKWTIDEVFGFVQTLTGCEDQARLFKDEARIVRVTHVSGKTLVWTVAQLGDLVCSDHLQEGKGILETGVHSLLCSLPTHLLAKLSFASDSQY
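AlphaScreen proximity signal between nickel-chelate acceptor and streptavidin donor beads (final 10 ug/mL) reports binding of 50 nM L3MBTL1 to 75 nM biotin-H3 K9me1 peptide; complex incubated with compounds 30 min at room temperature; cefsulodin titration as control.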
GAA glycogen mod: inhibitors or activators of human alpha-glucosidase glycogen cleavage; P10253; recombinant GAA, glycogen substrate, Amplex Red glucose oxidase fluorescence; Potency, µM (series often up to 76.4 µM), for the others: at the top dose activity change, negative = inhibition, hits mostly inhibitors; 0.38% of 300,000 active; AID 2100;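 further: 0% = full enzyme reaction and -100% = no-enzyme basal signal; the screen sought inhibitors and activators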
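Natural-substrate format: glycogen cleavage by 4 nM human enzyme, glucose read by Amplex Red coupling (Ex 573, Em 610 nm). Normalized to enzyme and no-enzyme controls.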
* marks the source's active call; other numbers are inactive results; [ ] = remark or other dose. The call rests on the fitted dose curve; in most records, active means well fitted curve in the direction sought with a large enough effect; inconclusive means small, poorly fitted or top-dose-only effect, or another doubt; inactive means no such curve, though single readings can be large; an effect the other way counts as inactive or inconclusive. Unless noted, on the % scale 0 is the no-effect control and ±100 the full control effect; potency means the concentration at half of the fitted maximal effect. This is a subset. The share of hits here may be higher or lower than overall.

CC(C)c1ccc(N2C(=O)C3C4C=CC(CC4)C3C2=O)cc1 (stereo unspecified) was read as L3MBTL1 block 2% and GAA glycogen mod 3%[76.3 µM].
`COn1c(-c2ccccc2)c(C=O)c2ccccc21` gave L3MBTL1 block 15% and GAA glycogen mod 2%[76.3 µM].
`CC(C)=CC(=O)Nc1ccc(S(=O)(=O)Nc2onc(C)c2C)cc1` gave L3MBTL1 block 8% and GAA glycogen mod 0%[76.3 µM].
For Cc1ccc(N2C(=O)C3C4C=CC(CC4)C3C2=O)cc1[N+](=O)[O-] (stereo unspecified) the results were L3MBTL1 block 6%[2.29 µM] and GAA glycogen mod 3%[76.3 µM].
`Cc1nc(C)c(-c2csc(Nc3ccc(S(N)(=O)=O)cc3)n2)s1` gave L3MBTL1 block -3% and GAA glycogen mod 0%[76.3 µM].
For CC(=O)c1ccc(NC(=O)C[n+]2ccccc2)cc1 the results were L3MBTL1 block 8% and GAA glycogen mod 2%[76.3 µM].
COc1cccc(OC)c1C(=O)Nc1ccccc1N1CCCCC1 was read as L3MBTL1 block -1% and GAA glycogen mod 3%[76.3 µM].
Screening COc1ccccc1CNC(=O)Cc1ccccc1 returned L3MBTL1 block 6% and GAA glycogen mod 6%[76.3 µM].
`O=C(NCCCCc1ccccc1)c1ccc(Br)cc1` gave L3MBTL1 block -3% and GAA glycogen mod -3%[76.3 µM].
O=C(c1ccccc1)N1CCN(CCc2ccccc2)CC1 was read as L3MBTL1 block -10% and GAA glycogen mod -3%[76.3 µM].
`CC(=O)N1N=C(c2ccccc2)CC1c1cccc([N+](=O)[O-])c1` (stereo unspecified) gave L3MBTL1 block 1%[2.29 µM] and GAA glycogen mod -10%[76.3 µM].
COc1ccc(-c2c(C)nn3c(C)cc(C)nc23)cc1 was read as L3MBTL1 block 12% and GAA glycogen mod 6%[76.3 µM].
CCOc1ccc(NC(=O)/C(C#N)=C/c2cn(CC(=O)O)c3ccccc23)cc1 was read as L3MBTL1 block -11% and GAA glycogen mod -18%[76.3 µM].
`CN(C)c1ccc(-c2c(-c3ccc4c(c3)OCO4)noc2-c2ccsc2)cn1` gave L3MBTL1 block 14% and GAA glycogen mod inconclusive.
COCc1cc(CN2CCN(CCc3ccccc3)C(CCO)C2)ccc1OC (stereo unspecified) was read as L3MBTL1 block -2% and GAA glycogen mod -1%[76.3 µM].
Clc1cccc(Cl)c1OCCCCN1CCCCC1 was read as L3MBTL1 block -5% and GAA glycogen mod 6%[76.3 µM].
Screening O=C(CCCc1ccccc1)NCc1ccccc1Cl returned L3MBTL1 block -9%[2.29 µM] and GAA glycogen mod 21%[76.3 µM].
Screening Cc1c(C(=O)N(C)c2cccc(Cl)c2)cnn1-c1ccccc1 returned L3MBTL1 block 0% and GAA glycogen mod -10%[76.3 µM].
Cc1cc(C)c(C(N)=O)c(Nc2ccc(F)cc2)n1 was read as L3MBTL1 block -1% and GAA glycogen mod -6%[76.3 µM].
Cn1c2ccccc2c2n[nH]c(=S)nc21 was read as L3MBTL1 block 2% and GAA glycogen mod 3%[76.3 µM].

Structures above that contain an aryl methoxy group, in the order listed:
COc1cccc(OC)c1C(=O)Nc1ccccc1N1CCCCC1 was read as L3MBTL1 block -1% and GAA glycogen mod 3%[76.3 µM].
Screening COc1ccccc1CNC(=O)Cc1ccccc1 returned L3MBTL1 block 6% and GAA glycogen mod 6%[76.3 µM].
COc1ccc(-c2c(C)nn3c(C)cc(C)nc23)cc1 was read as L3MBTL1 block 12% and GAA glycogen mod 6%[76.3 µM].
COCc1cc(CN2CCN(CCc3ccccc3)C(CCO)C2)ccc1OC (stereo unspecified) was read as L3MBTL1 block -2% and GAA glycogen mod -1%[76.3 µM].

Next section.
For O=C(NCCN1CCCCC1)c1cc(Cl)ccc1Cl the results were L3MBTL1 block -2% and GAA glycogen mod 8%[76.3 µM].
CC(C)(C)NC(=O)c1nn2c(C(F)(F)F)cc(-c3ccccc3)nc2c1Br was read as L3MBTL1 block 2%[2.29 µM] and GAA glycogen mod -4%[76.3 µM].
For O=C(Nc1ccc2c(c1)C(=O)NC2=O)c1cc(Cl)ccc1Cl the results were L3MBTL1 block 2% and GAA glycogen mod -3%[76.3 µM].
Screening Cc1csc(NC(=O)Cc2ccc(Br)cc2)n1 returned L3MBTL1 block 1% and GAA glycogen mod 0%[76.3 µM].
Oc1ccc(Oc2ccc(Oc3ccc(O)cc3)cc2)cc1 was read as L3MBTL1 block -4%[2.29 µM] and GAA glycogen mod -22%[76.3 µM].
Screening CCOC(=O)N1CCN(S(=O)(=O)c2ccc(Cl)cc2)CC1 returned L3MBTL1 block 1% and GAA glycogen mod -2%[76.3 µM].
Screening CCCC(=O)Nc1nnc(S(=O)(=O)N2CCCC2)s1 returned L3MBTL1 block 4% and GAA glycogen mod 3%[76.3 µM].
Screening CC(C)C[C@H](NC(=O)OC(C)(C)C)C(=O)N[C@@H](CO)[C@H](O)[C@@H]1C[C@@H]1C(=O)NC1CC1 returned L3MBTL1 block -5% and GAA glycogen mod 16%[76.3 µM].
COc1ccc(-c2oc3cccnc3c2/C=C/c2ccc(OC)c(OC)c2)cc1 was read as L3MBTL1 block 39%[activator] and GAA glycogen mod 4%[76.3 µM].
Screening Nc1cccc(NC(=O)CN2CCOCC2)c1 returned L3MBTL1 block 7% and GAA glycogen mod -9%[76.3 µM].
Screening Cc1[nH]n(-c2ccccc2)c(=O)c1N=Nc1cccc(C(=O)O)c1 returned L3MBTL1 block -7% and GAA glycogen mod 14%[76.3 µM].
Screening O=C(C[n+]1cc(Br)cc2ccccc21)c1ccccc1 returned L3MBTL1 block 0% and GAA glycogen mod 3%[76.3 µM].
For Cc1ccc(OCCCCc2c(C)n[nH]c2C)cc1 the results were L3MBTL1 block 2% and GAA glycogen mod 3%[76.3 µM].
For Cc1ccc2c(c1)N(C(=O)CCC(=O)NCc1ccccn1)CC(C)O2 (stereo unspecified) the results were L3MBTL1 block 1% and GAA glycogen mod 10%[76.3 µM].
Screening CCCNC(=O)N(CCOC)CC1CCCN(C2Cc3ccccc3C2)C1 (stereo unspecified) returned L3MBTL1 block -5%[2.29 µM] and GAA glycogen mod -2%[76.3 µM].
OCC[C@@H]1C[C@@H](O)[C@H](O)[C@@]2(CCCc3ccccc3O2)O1 was read as L3MBTL1 block 3% and GAA glycogen mod 19%[76.3 µM].
For Cc1cccc2c1c(N=NC(N)=S)c(O)n2C1OC(CO)C(O)C(O)C1O (stereo unspecified) the results were L3MBTL1 block 4% and GAA glycogen mod -1%[76.3 µM].
`COc1ccc(Oc2cc(NN3CCCCC3)c([N+](=O)[O-])cc2[N+](=O)[O-])cc1OC` gave L3MBTL1 block -24% and GAA glycogen mod -8%[76.3 µM].
`CCNc1nc2c(c(=O)n(C)c(=O)n2C)n1Cc1ccc(Cl)cc1` gave L3MBTL1 block 1% and GAA glycogen mod 19%[76.3 µM].
Screening Cn1c(CCc2ccccc2)nnc1SCC(N)=O returned L3MBTL1 block 3% and GAA glycogen mod -1%[76.3 µM].

Molecules above that contain two or more sulfur atoms:
`Cc1nc(C)c(-c2csc(Nc3ccc(S(N)(=O)=O)cc3)n2)s1` gave L3MBTL1 block -3% and GAA glycogen mod 0%[76.3 µM].
Screening CCCC(=O)Nc1nnc(S(=O)(=O)N2CCCC2)s1 returned L3MBTL1 block 4% and GAA glycogen mod 3%[76.3 µM].

More records:
Screening Cc1ccc(NS(=O)(=O)c2cc3c(cc2C)NC(=O)CO3)cc1 returned L3MBTL1 block 0% and GAA glycogen mod 11%[76.3 µM].
`Clc1ccccc1OCCCn1ccnc1` gave L3MBTL1 block -6% and GAA glycogen mod -4%[76.3 µM].
`Cc1cccc(C(=O)NNC(=O)c2ccc(NC(=O)C(C)(C)C)cc2)c1` gave L3MBTL1 block -1% and GAA glycogen mod -4%[76.3 µM].
Screening CCc1ccccc1NC(=O)C1CCN(C(=O)N2CCOc3ccccc32)CC1 returned L3MBTL1 block -2% and GAA glycogen mod 16%[76.3 µM].
Screening O=S1(=O)[C@H]2C[C@@H]3C=C[C@@]2(CN1Cc1ccc(Cl)cc1)O3 returned L3MBTL1 block -1% and GAA glycogen mod -3%[76.3 µM].
Screening CCOC(=O)c1cnc2c(ccc3ccccc32)c1NCCCN(C)C returned L3MBTL1 block 1% and GAA glycogen mod 5%[76.3 µM].
`COc1cc(C2Nc3cccc4cccc(c34)N2)ccc1O` gave L3MBTL1 block -8% and GAA glycogen mod 3%[76.3 µM].
For O=c1[nH]cc(N=Cc2cc([N+](=O)[O-])ccc2O)c(=O)[nH]1 the results were L3MBTL1 block -2% and GAA glycogen mod -25%[76.3 µM].
For CN(C)C(=O)c1ccccc1NC(=O)Cc1cccc2ccccc12 the results were L3MBTL1 block 5% and GAA glycogen mod 4%[76.3 µM].
Cc1c(NS(=O)(=O)c2ccc(N=NN(C)C)cc2)c(=O)n(-c2ccccc2)n1C was read as L3MBTL1 block 2% and GAA glycogen mod -3%[76.3 µM].
Screening CCc1ccc(OCCn2ccnc2)cc1 returned L3MBTL1 block -1% and GAA glycogen mod 4%[76.3 µM].
`CC(=O)N1CCN(c2ccc(NC(=O)c3cc(Cl)ccc3Cl)cc2)CC1` gave L3MBTL1 block -3% and GAA glycogen mod 2%[76.3 µM].
`COc1ccc(N(C(=O)c2cccnc2)S(=O)(=O)c2ccc(Cl)cc2)cc1` gave L3MBTL1 block 3% and GAA glycogen mod -7%[76.3 µM].
COc1ccc(OC)c(/C=C2\Oc3cc(OCC(=O)N4CCC[C@H]4C(=O)O)ccc3C2=O)c1 was read as L3MBTL1 block 4% and GAA glycogen mod 0%[76.3 µM].
`CCc1ccc(N=C2NC(=O)CS2)cc1` gave L3MBTL1 block 6%[2.29 µM] and GAA glycogen mod -4%[76.3 µM].
Screening COc1cc(C)c(CN2CCC(Cc3ccccc3)CC2)cc1C returned L3MBTL1 block 2% and GAA glycogen mod 8%[76.3 µM].
`CC(=O)Nc1ccccc1NC(=O)c1ccccc1-c1ccccc1` gave L3MBTL1 block -2% and GAA glycogen mod -7%[76.3 µM].
CCNC(=O)N1CCCC(C(=O)c2ccc(C(F)(F)F)cc2)C1 (stereo unspecified) was read as L3MBTL1 block -1% and GAA glycogen mod -8%[76.3 µM].
`CCOc1ccccc1NC(=O)c1cc2ccccc2oc1=O` gave L3MBTL1 block 12% and GAA glycogen mod 10%[76.3 µM].
CCOc1ccccc1CN1C(=O)C2(OCCO2)c2ccccc21 was read as L3MBTL1 block 5% and GAA glycogen mod 5%[76.3 µM].
For COC(=O)c1cc(S(=O)(=O)Nc2c(C)cccc2C)cn1C the results were L3MBTL1 block -2% and GAA glycogen mod 14%[76.3 µM].
O=C(O)CSc1nc2ccccc2n1Cc1ccccc1 was read as L3MBTL1 block 3% and GAA glycogen mod 4%[76.3 µM].
CC(C)CN1CCN(Cc2cn(C)c3ccccc23)CC1CCO (stereo unspecified) was read as L3MBTL1 block -1% and GAA glycogen mod 18%[76.3 µM].
NC(=O)c1ccc2c(=O)c(O)c(-c3cc(Cl)c(N)c(Cl)c3)[nH]c2c1 was read as L3MBTL1 block 19% and GAA glycogen mod inconclusive.
For CC(C)OCCCNC(=O)c1ccc(CN2CCc3ccccc3C2)cc1 the results were L3MBTL1 block 6% and GAA glycogen mod -12%[76.3 µM].
`Cc1ccc(CCC(=O)Nc2ccc([N+](=O)[O-])cc2)o1` gave L3MBTL1 block -1% and GAA glycogen mod 7%[76.3 µM].
CC(=O)c1c2c3c(cccc3n(C)c1=O)C(=O)c1ccccc1-2 was read as L3MBTL1 block inconclusive and GAA glycogen mod -12%[76.3 µM].
For Cc1cc(C)nc(SCc2c(F)cccc2Cl)n1 the results were L3MBTL1 block 12% and GAA glycogen mod -6%[76.3 µM].
`O=S(=O)(NCc1ccccn1)c1cc(Cl)ccc1Cl` gave L3MBTL1 block -12% and GAA glycogen mod -4%[76.3 µM].
CCN1CCN(c2nc3c(c(=O)[nH]c(=O)n3C)n2Cc2ccccc2F)CC1 was read as L3MBTL1 block -5% and GAA glycogen mod -9%[76.3 µM].
For COc1ccc(S(=O)(=O)N2CCN(C(=O)c3cc(-c4ccccc4OC)n[nH]3)CC2)cc1 the results were L3MBTL1 block -5% and GAA glycogen mod 6%[76.3 µM].
Screening OCCNc1ncnc2c1nnn2Cc1ccccc1 returned L3MBTL1 block 5% and GAA glycogen mod 13%[76.3 µM].
`CCOC(=O)C1CCCN(S(=O)(=O)c2cc(C(=O)OC)n(C)c2)C1` (stereo unspecified) gave L3MBTL1 block -5% and GAA glycogen mod 7%[76.3 µM].
O=C(CNCc1ccccc1)NC1C2CC3CC(C2)CC1C3 (stereo unspecified) was read as L3MBTL1 block -4%[2.29 µM] and GAA glycogen mod -14%[76.3 µM].
[N-]=[N+]=NC1c2ccccc2C(=O)N1Cc1ccccc1 (stereo unspecified) was read as L3MBTL1 block 1%[2.29 µM] and GAA glycogen mod 3%[76.3 µM].
For CS(=O)(=O)Nc1ccc(-c2ccc(/C=C3\SC(N)=NC3=O)o2)cc1 the results were L3MBTL1 block -6% and GAA glycogen mod -1%[76.3 µM].
COc1cccc(CCC(=O)N(C)C2CCCN(Cc3ccccc3F)C2)c1 (stereo unspecified) was read as L3MBTL1 block 2% and GAA glycogen mod -5%[76.3 µM].
`COc1ccc(Nc2nc(N3CCN(S(C)(=O)=O)CC3)nc3ccccc23)c(OC)c1` gave L3MBTL1 block -7% and GAA glycogen mod 0%[76.3 µM].

Screening results from PubChem.
